# High-throughput results as filed in PubChem.
# Keap1-Nrf2 PPI: Keap1-Nrf2 protein-protein interaction inhibitors, primary screen, biochemical, fluorescence polarization, single point; Keap1 Kelch-Nrf2 peptide fluorescence polarization, 1536-well; inhibition, % at 9.4 µM; hit rate 0.15% among 340,000; AID 504523, 2011; in the data active = inhibition above about 12%;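 note: human Keap1 Kelch domain with fluorescein labeled Nrf2 9mer peptide probe; 0% = neutral control wells and 100% = peptide positive control; higher means more block of Keap1 binding to Nrf2 peptide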
# Target sequence (Q14145 whole entry, looked up, the tested form may be a part): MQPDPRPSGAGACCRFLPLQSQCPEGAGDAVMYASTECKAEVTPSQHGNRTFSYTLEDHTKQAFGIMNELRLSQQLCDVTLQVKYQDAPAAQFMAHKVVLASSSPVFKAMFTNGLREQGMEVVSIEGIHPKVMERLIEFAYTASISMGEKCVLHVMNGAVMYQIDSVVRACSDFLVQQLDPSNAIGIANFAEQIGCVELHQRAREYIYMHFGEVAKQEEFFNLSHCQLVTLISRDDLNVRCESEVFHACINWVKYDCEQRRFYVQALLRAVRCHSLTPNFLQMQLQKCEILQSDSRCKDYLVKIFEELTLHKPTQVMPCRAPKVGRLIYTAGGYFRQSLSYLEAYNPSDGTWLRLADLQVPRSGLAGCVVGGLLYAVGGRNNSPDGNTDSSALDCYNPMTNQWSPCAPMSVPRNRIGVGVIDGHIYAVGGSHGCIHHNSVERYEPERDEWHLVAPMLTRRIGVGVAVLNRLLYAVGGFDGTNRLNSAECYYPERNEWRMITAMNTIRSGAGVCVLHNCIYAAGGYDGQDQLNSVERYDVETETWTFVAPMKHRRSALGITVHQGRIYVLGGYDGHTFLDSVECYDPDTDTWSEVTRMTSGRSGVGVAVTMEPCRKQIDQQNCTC
# NSD2 inh: NSD2 histone methyltransferase inhibitors, primary screen, biochemical, AlphaScreen, single concentration, set 2; NSD2 peptide methylation, 120 min; hit rate 0.54% among 310,000; AID 743445, 2014; inhibition, % at 12.5 µM; Histone-lysine N-methyltransferase NSD2 (Homo sapiens), O96028; in the data active = inhibition above about 50%
# cardiac RTF act: cardiac RTF calcium sensitivity activators, primary screen, biochemical, IANBD-TnC fluorescence, EC20 calcium. hit rate 0.24% among 340,000. activation, % at 7.2 µM. IANBD-labeled TnC RTF fluorescence at EC20 calcium; 0% EC20 calcium, 100% full calcium. Troponin I, cardiac muscle (Homo sapiens) + Troponin T, cardiac muscle (Homo sapiens) + …;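 active = activation above the mean over all tested compounds plus 3 SD, cut at about 30% in these data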;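 note: rise in fluorescence read as greater calcium sensitivity of cardiac thin filaments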
# Cardiac RTF inh: cardiac RTF calcium sensitivity inhibitors, primary screen, biochemical, IANBD-TnC fluorescence, EC70 calcium. Troponin I, cardiac muscle (Homo sapiens) + Troponin T, cardiac muscle (Homo sapiens) + …. IANBD-labeled cardiac RTF, Ca2+ fluorescence. inhibition, % at 7.15 µM. hit rate 0.12% among 340,000. AID 493244, 2011;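 active = inhibition above the mean inhibition of all tested compounds plus 3 SD, cut at about 17% in these data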;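 note: assay run at fixed EC70 calcium of 1.6 mM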
# Mot1-301 SUMO: yeast Mot1-301 growth rescue at high temperature, primary screen, SUMOylation pathway inhibitor project, S. cerevisiae, ATP luminescence, 38.5C | hit rate 1% among 320,000 | growth rescue, % at 18.8 µM | AID 2716, 2010 | S. cerevisiae Mot1-301 growth rescue; percent above DMSO median, 100 means doubled;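 active = every valid replicate shows activation above 250% relative to neutral control wells; inactive = the rest, any valid replicate at or below 250%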;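 note: OY570 slx delta 5 strain wells were the positive control but not used for scaling; some compounds called inactive have numbers as strong as hits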
# LANA DNA inh: inhibitors of KSHV C-LANA binding to DNA, primary screen, biochemical, fluorescence polarization, FAM-LBS DNA, MBP-C-LANA, single point; inhibition, % at 9 µM; hit rate 0.078% among 340,000; AID 504423, 2011;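 active = highest replicate inhibition at or above 60% at 9 µM, even if other replicates fall short; inactive = all replicates below 60% inhibition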;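 note: 0% = neutral control wells and 100% = 4 µM acridine orange control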
# dFosB act: activators of delta FosB homodimer, primary screen, biochemical, fluorescence polarization, TAMRA-CDK5 oligo, single point. hit rate 0.99% among 340,000. AID 493131, 2011. activation, % at 25 µM. purified delta FosB; percent of positive-control signal above neutral wells. Protein FosB (Mus musculus), P13346;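 active = mean activation above about 17%, with every replicate also reaching it, limit read from the data, passing the limit was not always enough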;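 note: fluorescence polarization rise as delta FosB binds a TAMRA Cdk5 AP-1 oligo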
# Target sequence (P13346 whole entry, looked up): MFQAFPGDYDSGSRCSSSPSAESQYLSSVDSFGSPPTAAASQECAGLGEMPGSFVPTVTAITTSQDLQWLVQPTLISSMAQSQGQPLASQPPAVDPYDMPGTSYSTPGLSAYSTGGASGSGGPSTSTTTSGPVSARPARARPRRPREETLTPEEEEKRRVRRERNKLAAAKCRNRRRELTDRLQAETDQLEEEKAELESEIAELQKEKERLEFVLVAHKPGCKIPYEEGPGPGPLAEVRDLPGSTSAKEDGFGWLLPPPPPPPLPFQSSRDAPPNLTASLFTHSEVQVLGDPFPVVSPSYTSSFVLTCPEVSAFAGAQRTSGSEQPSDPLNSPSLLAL
# PvdQ acylase: P. aeruginosa PvdQ acylase inhibitors, primary screen, biochemical, fluorescence, plate reader and imaging, single point. PvdQ acylase [Pseudomonas aeruginosa LESB58]. purified PvdQ acylase. inhibition, % at 10 µM. hit rate 0.063% among 340,000; in the data active = inhibition above about 30%, passing the limit was not always enough;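 note: 0% = vehicle neutral wells and 100% = reference inhibitor wells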
# CDK5 p35 inh: inhibitors of human CDK5/p35 kinase, primary screen, biochemical, single concentration | Cyclin-dependent kinase 5 (Homo sapiens) + Cyclin-dependent kinase 5 activator 1 (Homo … | Recombinant CDK5/p35, ADP-Glo luminescence, 60 min | inhibition, % at 10 µM | hit rate 0.01% among 330,000 | AID 488839, 2010;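 active = highest replicate inhibition of at least 50% and at least 75% of replicates reaching 50%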;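 note: plate controls were DMSO neutral control for no effect and GW8510 at 10 µM for full effect; many of its hits are not listed in these tables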
# PfHsp90 yeast 2: growth inhibition of PfHsp90-expressing yeast, primary screen, antimalarial PfHsp90 inhibitor project, S. cerevisiae, BacTiter-Glo luminescence, single point, set 2; inhibition, % at 9.4 µM; BacTiter-Glo ATP, 48 h; yeast lacking PDR1 and PDR3 efflux regulators; hit rate 0.32% among 310,000; AID 504621, 2011;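 active = every replicate shows inhibition above about 80%, whatever the replicate mean, limit read from the data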;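 note: 0% = DMSO neutral controls and 100% = 20 µM radicicol positive controls; yeast relying on Plasmodium falciparum Hsp90 in place of its own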
# Rtt109 HAT inh: inhibitors of C. albicans Rtt109/Vps75 HAT, primary screen, biochemical, ThioGlo CoA-SH fluorescence, plate reader; hit rate 0.16% among 330,000; inhibition, % at 34.9 µM; purified Rtt109/Vps75, 4 h; Histone acetyltransferase RTT109 (Candida albicans (strain SC5314 / ATCC MYA-2876)), …;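 active = inhibition of at least 50% in every replicate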
# * = called active by the depositor; . = not tested or not shown.
no.	Structure	Keap1-Nrf2 PPI	NSD2 inh	cardiac RTF act	Cardiac RTF inh	Mot1-301 SUMO	LANA DNA inh
1	NC1=NC[C@H](CC2CCCCC2)N1CCc1cc(C(F)(F)F)cc(C(F)(F)F)c1	6	.	-7	-7	-39	-0.1
2	COc1ccc(C(=O)NNC(=O)c2ccncc2)cc1	-5	-3	-11	-20	-22	-0.4
3	CC1C2C(c3ccccc3)N(C)C(=O)N(C)C2N(C)C(=O)N1C (centres undefined)	-6	0	9	-14	-10	14
4	CN(CC(=O)Nc1ccccc1Cl)CC(=O)Nc1ccccc1[N+](=O)[O-]	-2	2	2	-10	.	-1.4
5	O=C(O)CCC(=O)Nc1cccc(C(=O)Nc2cccc(Cl)c2)c1	-2	3	3	3	-2	0.0
6	Cc1csc(=O)n1CCC(=O)OCC(=O)NCc1ccc(F)cc1	0	4	-2	-3	-17	1.1
7	O=C(c1ccc2c(c1)OCO2)N1CCN(CCN2C(=O)c3cccc4cccc(c34)C2=O)CC1	-3	1	2	9	.	0.4
8	CCN(CC)c1ccc(NC(=O)c2cccc(F)c2)c(C)c1	-6	4	0	-4	301	-1.0

no.	dFosB act	PvdQ acylase	CDK5 p35 inh	PfHsp90 yeast 2	Rtt109 HAT inh
1	0	5	6.6	6	27
2	-6	15	1.3	-2	65*
3	-2	-14	-2.3	-23	-1
4	-7	-10	0.3	.	-14
5	-1	5	0.5	-10	11
6	2	0	-0.8	8	3
7	3	-12	1.4	13	-8
8	1	2	-8.9	-40	0

# The results go on.
no.	Structure	Keap1-Nrf2 PPI	NSD2 inh	cardiac RTF act	Cardiac RTF inh	Mot1-301 SUMO	LANA DNA inh
9	CC(C)N(C(=O)C[n+]1ccsc1N)c1ccccc1	-5	0	-2	-4	-7	-1.2
10	O=C(Nc1c2c(nn1-c1ccc([N+](=O)[O-])cc1)CS(=O)(=O)C2)c1cccs1	-12	4	4	-11	-4	-1.9
11	CC1CC2=C(C(=O)O1)C(C)Nc1ccccc1N2 (centres undefined)	-2	-3	5	4	203	3.4
12	O=c1ccn([C@@H]2O[C@H](CNS(=O)(=O)c3csc(-c4ccno4)c3)[C@@H](O)[C@H]2O)c(=O)[nH]1	-2	.	2	-8	.	-1.5
13	NS(=O)(=O)c1ccc(CNC(=O)CCSCCC(=O)NCc2ccc(S(N)(=O)=O)cc2)cc1	-8	1	-2	-3	2	0.0
14	O=S(=O)(NCCC1=CCCCC1)c1ccc(F)cc1	-2	-1	-1	-2	117	0.4
15	O=S(=O)(NC1CCCCCC1)c1cccc(Cl)c1	1	-7	3	-11	148	1.5
16	Cc1ccc(Cn2nnnc2CN2CCC(c3nc4ccc(Cl)cc4[nH]3)CC2)cc1	-4	-5	-7	-2	-13	-0.3

no.	dFosB act	PvdQ acylase	CDK5 p35 inh	PfHsp90 yeast 2	Rtt109 HAT inh
9	0	-12	-0.2	10	-4
10	-6	-9	.	-26	-2
11	-4	-5	2.2	-31	-1
12	-5	-13	1.4	3	-10
13	4	-5	-1.1	-8	.
14	-5	-9	-5.7	-16	8
15	4	-16	-2.4	5	-7
16	-17	7	1.0	-8	-1

# Other entries.
no.	Structure	Keap1-Nrf2 PPI	NSD2 inh	cardiac RTF act	Cardiac RTF inh	Mot1-301 SUMO	LANA DNA inh
17	CCN(C(=O)COc1ccccc1)C1CCCCC1	.	1	1	-2	57	.
18	O=C1CCC(C(=O)N2CCC(CO)CC2)CN1Cc1ccc(Cl)cc1 (centres undefined)	1	-2	0	-4	14	-1.6
19	Cc1cccc(COCC(Cc2ccccc2)N2CCN(C(=O)c3cccc(C)c3)CCC2=O)c1 (centres undefined)	1	.	5	-4	1	2.7
20	COc1cccc(C2NC(=O)NC(C)=C2C(=O)OCC2CCCCC2)c1 (centres undefined)	-5	15	2	-8	-2	-0.8
21	COc1ccc(/C=C(\NC(=O)c2ccccc2)C(=O)NCCN2CCOCC2)cc1	5	1	-1	-3	243	-0.2
22	CCOC(=O)c1c(-c2ccccc2)csc1NC(=O)c1cccc(N2C(=O)CCC2=O)c1	3	-1	-2	-9	86	-1.3
23	COc1cc2c(cc1OC)C1(CCCCC1)CN(C)C2	-3	.	0	4	9	-7.3
24	Cc1cc(F)ccc1NCc1ccccc1[N+](=O)[O-]	-3	2	.	.	-24	-1.4

no.	dFosB act	PvdQ acylase	CDK5 p35 inh	PfHsp90 yeast 2	Rtt109 HAT inh
17	2	1	-1.1	.	8
18	2	-19	-1.0	1	0
19	-10	-17	1.1	1	19
20	-3	-12	0.5	11	10
21	-3	11	-1.8	-4	16
22	2	3	-2.1	.	.
23	0	-15	2.6	34	-5
24	-10	-5	-0.7	-6	-11

# The list goes on.
no.	Structure	Keap1-Nrf2 PPI	NSD2 inh	cardiac RTF act	Cardiac RTF inh	Mot1-301 SUMO	LANA DNA inh
25	COC(=O)[C@H](Cc1ccccc1)NC(=O)NCCC1=CCCCC1	2	-2	1	-4	.	-0.5
26	O=C(NCCc1cccnc1)c1cc(COc2ccc(F)cc2Cl)on1	-2	-2	0	-4	-18	-1.8
27	NS(=O)(=O)c1ccc(CCNC(=O)[C@@H]2CCCN2S(=O)(=O)c2ccccc2F)cc1	-6	-2	-1	-5	56	0.2
28	Cc1c(S(=O)(=O)NC2CCCCCC2)c(=O)n(C)c(=O)n1C	1	-1	-4	-1	-13	1.4
29	O=C(Nc1nccs1)C1CCN(S(=O)(=O)c2cnc[nH]2)CC1	2	0	2	-7	16	-0.1
30	COc1ccc(/C=C(/NC(=O)c2ccco2)C(=O)Nc2ccc(C(=O)O)cc2)cc1	1	-14	1	-13	9	-0.1
31	CC(C)N(C(=O)CO/N=C/c1cccc([N+](=O)[O-])c1)C(C)C	2	4	9	-15	-12	-2.5
32	CC(C)(C)n1nc2c(c1NC(=O)Cc1ccc(Cl)cc1)CS(=O)(=O)C2	0	1	-4	4	0	-0.2

no.	dFosB act	PvdQ acylase	CDK5 p35 inh	PfHsp90 yeast 2	Rtt109 HAT inh
25	-4	-4	1.9	1	1
26	1	-15	-2.3	12	-1
27	7	-9	-7.4	9	0
28	8	-8	-1.2	.	-4
29	4	-1	-0.1	5	-7
30	-2	-7	-0.6	15	-11
31	-13	11	5.9	-17	2
32	-5	-3	0.1	-11	-4

# Remaining list, next part
no.	Structure	Keap1-Nrf2 PPI	NSD2 inh	cardiac RTF act	Cardiac RTF inh	Mot1-301 SUMO	LANA DNA inh
33	Cc1cccc(OCC(=O)NCC(c2cccs2)N2CCOCC2)c1 (centres undefined)	-2	-4	0	0	8	2.0
34	O=C(Cn1nnc2ccccc21)Nc1ccc([N+](=O)[O-])cc1	-8	.	-2	-12	248	0.4
35	CC1CC(C)CN(S(=O)(=O)N2CCC(C(=O)NCCC3=CCCCC3)CC2)C1 (centres undefined)	4	-3	2	5	9	0.0
36	O=C(O)c1ccc(Nc2ncc([N+](=O)[O-])cc2[N+](=O)[O-])cc1	2	1	.	.	-3	2.8
37	CCC(C)NS(=O)(=O)c1ccc(S(=O)(=O)N(CC(=O)Nc2ccccc2)CC2CCCO2)cc1 (centres undefined)	2	-3	6	-1	156	1.0
38	COc1ccc(C2=NOC3(CC(=O)N(c4ccc(C)cc4)C3=O)C2)c(OC)c1 (centres undefined)	3	-1	-4	-6	-21	1.0
39	COc1cc(NC(=O)CCn2c(=O)[nH]c3ccsc3c2=O)cc(OC)c1	4	1	3	-4	23	-2.6
40	COc1ccc(-c2nc(N)n(C(=O)c3ccc(C)cc3)n2)cc1	-2	.	6	-7	-12	0.6

no.	dFosB act	PvdQ acylase	CDK5 p35 inh	PfHsp90 yeast 2	Rtt109 HAT inh
33	1	-10	-1.3	-25	4
34	0	-11	-0.7	1	-6
35	-9	-13	0.3	6	-8
36	-1	1	0.0	-13	8
37	-6	10	-0.9	-18	2
38	-6	5	0.6	-14	-11
39	-2	-9	-2.9	16	-1
40	-6	-6	-1.5	-34	5

# Later entries
no.	Structure	Keap1-Nrf2 PPI	NSD2 inh	cardiac RTF act	Cardiac RTF inh	Mot1-301 SUMO	LANA DNA inh
41	CCN(CC)CCN1CCn2c3c(c4cc(C)ccc42)CCCC31 (centres undefined)	-6	17	1	-3	-7	0.9
42	Cc1cc(N(CC(=O)NC2CC2)S(C)(=O)=O)ccc1Br	-3	-1	3	9	78	1.5
43	CC(=O)NC1=NC(=O)C(C)S1 (centres undefined)	5	1	6	-8	5	-1.4
44	O=c1c(Cl)c(N2CCNCC2)cnn1C12CC3CC(CC(C3)C1)C2	-5	4	6	2	2	0.2
45	COc1ccccc1CNC(=O)c1ccc2c(=O)n(CC3CCCO3)c(=S)[nH]c2c1 (centres undefined)	-1	-1	0	-3	-1	-1.8
46	COc1ccc(-c2ccnc(SCC(=O)N3CCN(c4ccccc4)CC3)n2)cc1	2	0	.	.	61	-0.6
47	CCCCCCSc1ccc(-c2nc3ccc(C)cn3c2NC2CCCCC2)cc1	-2	.	-2	-4	1	1.6

no.	dFosB act	PvdQ acylase	CDK5 p35 inh	PfHsp90 yeast 2	Rtt109 HAT inh
41	4	-5	5.0	23	.
42	-2	0	-0.2	2	1
43	-6	-10	-1.5	7	-6
44	-5	-5	-3.2	20	2
45	9	6	3.6	-5	-18
46	6	4	-0.3	24	4
47	-1	-27	-1.3	-4	0

# Compound profiles (already shown).
# Listed for COc1ccc(-c2ccnc(SCC(=O)N3CCN(c4ccccc4)CC3)n2)cc1 = Keap1-Nrf2 PPI = 2; NSD2 inh = 0; cardiac RTF act = .; Cardiac RTF inh = .; Mot1-301 SUMO = 61; LANA DNA inh = -0.6; dFosB act = 6; PvdQ acylase = 4; CDK5 p35 inh = -0.3; PfHsp90 yeast 2 = 24; Rtt109 HAT inh = 4
# Listed for CCN(CC)CCN1CCn2c3c(c4cc(C)ccc42)CCCC31 (centres undefined) = Keap1-Nrf2 PPI = -6; NSD2 inh = 17; cardiac RTF act = 1; Cardiac RTF inh = -3; Mot1-301 SUMO = -7; LANA DNA inh = 0.9; dFosB act = 4; PvdQ acylase = -5; CDK5 p35 inh = 5.0; PfHsp90 yeast 2 = 23; Rtt109 HAT inh = .

# Random draw from the library (roughly 3.2% active in at least one column).
